NOD2-RIPK2 inh: NOD2-RIPK2 protein interaction inhibition | O43353 | CHO BLA complementation NOD2-RIPK2, CCF4 ratio | inhibition, % at 4.98 µM | hit rate 0.38% among 360,000; in the data active means inhibition above about 21%;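 further: 0% = vehicle only and 100% = reference blocker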
SRC2 inh: human SRC2 (NCOA2) inhibition; HEK293 GAL4-SRC2 luciferase reporter, luminescence; inhibition, % at 9 µM; hit rate 0.17% among 370,000;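 active means inhibition above the mean inhibition of all tested compounds plus 3 SD, set per campaign, cut at about 52% in these data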;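 further: 0% = DMSO treated cells and 100% = cells given Gossypol at 36 µM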
TROY signal inh: inhibitors of TROY-dependent NF-kB signaling; Q293 LMP1-TROYcd NF-kB luciferase reporter, 4 h; inhibition, % at 10 µM; hit rate 0.98% among 360,000;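 active means compounds whose plate-normalised and pattern-corrected inhibition of the luciferase reporter signal at the single screening dose is 50% or more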
NR5A2 inv ag: suppresses constitutive activity of human LRH-1. O00482. AID 602396. HEK293T StAR-luciferase reporter, LRH-1 transfected, 24 h. hit rate 0.13% among 360,000. inhibition, % at 3.6 µM;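 active means inhibition above the mean inhibition of all tested compounds plus 3 SD, cut at about 73% in these data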;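 further: 0% = DMSO wells and 100% = reporter-only cells lacking LRH-1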
TRAIL sens C8: sensitizes caspase-8 expressing cells to TRAIL | AID 624354 | NB7+C8 cells + TRAIL, ATPlite viability luminescence | hit rate 1% among 360,000 | inhibition (viability loss, TRAIL sensitization), % at 10 µM;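 active means compounds causing at least 50% loss of cell viability in the single-dose screen, relative to plate controls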
NCOA3 inh: inhibitors of human steroid receptor coactivator 3 (SRC3) | Q9Y6Q9 | HEK293 GAL4-SRC3 luciferase reporter, luminescence | inhibition, % at 3.6 µM | hit rate 0.17% among 360,000;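 active means inhibition above a per-campaign cutoff, the mean of all compounds plus 3 SD, cut at about 60% in these data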;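 further: 0% = DMSO-treated cells and 100% = gossypol-treated cells at 36 µM; higher means less SRC3-driven luciferase light from the GAL4 reporter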
SRC1 inh: inhibitors of human steroid receptor coactivator 1 (SRC1); Q15788; HEK293 GAL4-SRC1 luciferase reporter, luminescence; inhibition, % at 3.6 µM; hit rate 0.12% among 360,000;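 active means inhibition above the campaign mean plus 3 SD, with each screening campaign given its own cutoff, cut at about 60% in these data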;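 further: 0% = DMSO treated cells and 100% = gossypol at 36 µM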
Vif imaging: inhibitors of HIV Vif; HEK293T cells, Vif self-association by quenched fluorescence, imaging, 24 h; inhibition, % at 7.49 µM; hit rate 0.35% among 340,000; AID 602346; in the data active means inhibition above about 50%, passing the limit was not always enough; further: some results filed as inactive read as strong as hits
NR2F2 inh: NR2F2 (human) inhibition, primary screen. P24468. HEK293T NGFI-A luciferase reporter, luminescence. inhibition, % at 8.6 µM. hit rate 0.7% among 370,000;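 active means inhibition above a per-plate cutoff, mean inhibition of test wells between control levels plus 3 SD, cut at about 38% in these data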;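 further: cells cotransfected with COUP-TFII expression vector driving the NGFI-A reporter; 0% = median of COUP-TF2 test wells and 100% = reporter-only cells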
TLR9-MyD88 block: blocks human TLR9 binding to MyD88; inhibition, % at 4.98 µM; CHO BLA complementation TLR9-MyD88, CCF4 FRET ratio; Q9NR96+Q99836; hit rate 0.21% among 340,000;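 active means inhibition above the mean over all tested compounds plus 3 SD, cut at about 21% in these data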;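 further: 0% = DMSO only wells and 100% = clavulanate BLA inhibitor control wells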
Target sequence (Q99836 whole entry, looked up): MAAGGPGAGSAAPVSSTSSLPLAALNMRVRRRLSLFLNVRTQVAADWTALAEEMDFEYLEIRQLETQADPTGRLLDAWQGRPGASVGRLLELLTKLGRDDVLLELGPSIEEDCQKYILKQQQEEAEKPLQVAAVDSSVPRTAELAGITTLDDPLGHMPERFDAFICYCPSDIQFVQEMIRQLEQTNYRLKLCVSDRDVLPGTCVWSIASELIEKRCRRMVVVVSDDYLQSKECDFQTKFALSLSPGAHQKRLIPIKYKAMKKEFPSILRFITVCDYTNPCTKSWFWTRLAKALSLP
Target sequence (Q9NR96 whole entry, looked up): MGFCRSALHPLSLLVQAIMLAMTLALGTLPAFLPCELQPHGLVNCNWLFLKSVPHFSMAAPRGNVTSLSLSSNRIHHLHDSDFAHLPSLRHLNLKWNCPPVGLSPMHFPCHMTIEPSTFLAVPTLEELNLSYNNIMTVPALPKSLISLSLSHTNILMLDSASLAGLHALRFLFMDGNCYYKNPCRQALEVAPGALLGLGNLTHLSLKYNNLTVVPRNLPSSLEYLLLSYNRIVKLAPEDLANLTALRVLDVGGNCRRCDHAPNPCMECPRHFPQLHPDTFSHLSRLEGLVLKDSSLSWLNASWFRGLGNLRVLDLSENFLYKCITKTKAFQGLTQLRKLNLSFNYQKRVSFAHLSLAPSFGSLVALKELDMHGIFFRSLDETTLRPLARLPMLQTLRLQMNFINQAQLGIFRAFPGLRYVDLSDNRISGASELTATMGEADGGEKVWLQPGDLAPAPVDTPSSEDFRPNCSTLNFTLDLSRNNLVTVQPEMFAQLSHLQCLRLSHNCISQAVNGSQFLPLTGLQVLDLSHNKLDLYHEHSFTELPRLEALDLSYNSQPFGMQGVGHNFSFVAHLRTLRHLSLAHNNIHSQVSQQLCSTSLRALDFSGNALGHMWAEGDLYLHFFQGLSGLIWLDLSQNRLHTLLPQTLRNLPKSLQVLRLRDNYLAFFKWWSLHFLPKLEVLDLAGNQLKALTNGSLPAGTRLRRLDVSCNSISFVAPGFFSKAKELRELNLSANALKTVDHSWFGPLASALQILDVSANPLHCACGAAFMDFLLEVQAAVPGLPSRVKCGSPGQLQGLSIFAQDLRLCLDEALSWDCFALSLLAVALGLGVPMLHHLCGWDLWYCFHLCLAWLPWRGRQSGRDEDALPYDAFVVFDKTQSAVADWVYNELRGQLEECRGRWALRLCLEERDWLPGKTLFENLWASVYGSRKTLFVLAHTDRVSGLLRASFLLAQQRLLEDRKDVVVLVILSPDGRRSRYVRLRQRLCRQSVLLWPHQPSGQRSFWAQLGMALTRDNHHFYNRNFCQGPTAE
LMP1 NFkB inh: inhibitors of Epstein-Barr LMP1-induced NF-kappaB reporter. hit rate 0.69% among 350,000. AID 504558. LMP1-induced NF-kappaB luciferase reporter cells, luminescence. inhibition, % at 12.5 µM; in the data active means inhibition above about 41%;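 further: 0% = neutral control wells and 100% = reference inhibitor control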
* hit, by the source's call; . = no result given. This is a subset; the hit share may differ from the screen's.

SMILES | NOD2-RIPK2 inh | SRC2 inh | TROY signal inh | NR5A2 inv ag | TRAIL sens C8 | NCOA3 inh | SRC1 inh | Vif imaging | NR2F2 inh | TLR9-MyD88 block | LMP1 NFkB inh
CCNC(=O)C1(C)CCN(C(=O)c2cc(OC)c(OC)c(OC)c2)C1 (stereo not drawn) | 6 | -6 | -15 | 6 | 2 | 9 | -22 | -4 | 14 | . | .
O=c1oc2cc(Oc3ccc(C(F)(F)F)cc3[N+](=O)[O-])ccc2c2c1CCC2 | 4 | -20 | -5 | -21 | 13 | -2 | 3 | -7 | -6 | 1 | 6
COc1cc(NC(=S)N2CCCC(C)C2)cc(OC)c1OC (stereo not drawn) | -1 | -17 | 12 | -2 | 1 | 8 | 3 | -1 | -22 | -3 | 8
CCOC(=O)C1CCN(C(=O)CNC(=O)c2nn(-c3ccc(OC)cc3OC)c(=O)c3ccccc23)CC1 | -13 | -38 | 0 | 8 | 17 | -26 | 4 | 15 | -24 | 2 | -5
Cc1occc(=O)c1O | 3 | 4 | -3 | -4 | -2 | -28 | 4 | 2 | -5 | 1 | 3
COC(=O)Cn1c(=NC(=O)c2ccc(Cl)s2)sc2cc(C)ccc21 | -5 | -49 | -54 | -20 | 48 | -18 | -25 | -2 | -23 | -2 | -20
CC1(C)CC(=O)C2=C(C1)N(Cc1ccco1)C(=O)C2(NC(=O)c1cccnc1)C(F)(F)F (stereo not drawn) | 3 | -11 | 2 | 8 | -8 | -6 | 6 | 18 | 11 | -2 | 0
CCC(C)[C@H](NS(=O)(=O)c1ccc(F)cc1Br)C(=O)OC (stereo partly drawn) | -12 | 7 | -4 | -4 | -3 | -17 | 6 | -4 | 5 | -2 | -1
Cc1ccccc1OCc1nc(C#N)c(N2CCCC2)o1 | -2 | -61 | -20 | -5 | -3 | -2 | -12 | -1 | -3 | -9 | 3
COc1c[nH]n(C2CCCCC2)c(=O)c1=O | 1 | -24 | 20 | -10 | -16 | 2 | -1 | 10 | -2 | -3 | -3
Oc1ccc(/C=N/N(Cc2ccccc2)c2ccccc2)cc1 | 1 | -12 | 44 | -8 | -3 | 11 | -10 | -10 | 24 | 3 | 8
COCCn1c(-c2ccc(OC)cc2)nc2oc3cc(OC)ccc3c(=O)c2c1=O | -4 | 12 | -7 | -10 | 13 | -2 | 9 | 3 | 10 | -2 | 5
O=C(N/C(=C\c1ccco1)C(=O)N1CCCC1)c1ccccc1 | 3 | 4 | 6 | 20 | -2 | -8 | 1 | 1 | 10 | -2 | 2
COc1ccc(C(=O)ON=C2c3ccccc3-c3ccccc32)cc1OC | -6 | -17 | 4 | -1 | 2 | 3 | 2 | -4 | -9 | -4 | -6
Cc1ccn(C(=O)c2ccc(NC(=O)C3CC3)cc2)n1 | 4 | -10 | 6 | 16 | -10 | 12 | 18 | 4 | 14 | 2 | 6
Cc1ccc(NC(=O)CN(C)C(=O)c2ccc(NC(=O)CC3SC(N4CCCC4)=NC3=O)cc2)cc1 (stereo not drawn) | 3 | -8 | -1 | 2 | -10 | -14 | -5 | -5 | 10 | 13 | -9
COc1ccc(CC(=O)NC(CC(=O)O)c2cccc([N+](=O)[O-])c2)cc1 (stereo not drawn) | 0 | 0 | -4 | -1 | -16 | 5 | -10 | -6 | 11 | 2 | 5
COc1cc(/C=C2\SC(=S)N(NS(=O)(=O)c3ccc(C)cc3)C2=O)cc(OC)c1OC | -3 | 2 | 33 | 2 | -6 | 3 | 3 | 0 | -8 | -5 | 1
CCOc1ccc(NC(=O)C(C)SC(N)=O)cc1 (stereo not drawn) | -6 | 4 | -16 | -15 | 14 | 5 | -10 | 1 | -16 | 6 | -3
O=C(O)C1CCCCC1C(=O)Nc1cccc(Cl)c1Cl (stereo not drawn) | -4 | -13 | 15 | -4 | -16 | -1 | 2 | . | -9 | -3 | -2
O=C(N/C(=C/c1ccccc1F)C(=O)N1CCCCC1)c1ccccc1 | -8 | 18 | -27 | 6 | -12 | 1 | -9 | -20 | -8 | 4 | -55
CC1Cc2ccccc2N1C(=O)c1ccc2c(c1)nnn2C (stereo not drawn) | 0 | -13 | -5 | -2 | -14 | 9 | 9 | -9 | -2 | 10 | -5
Cc1ccc(/C=[N+](/C)[O-])cc1 | -8 | 6 | -2 | 11 | -3 | 13 | 8 | -6 | 17 | -3 | 3
Cn1cnc2ncnn2c1=S | -3 | 13 | -7 | -10 | 9 | -14 | -9 | 0 | -6 | 6 | -2
CCOC(=O)Nc1oc2ccccc2c(=O)c1C | 1 | 20 | -14 | -5 | 2 | 12 | -5 | 25 | -24 | -12 | -1

Further compounds:
SMILES | NOD2-RIPK2 inh | SRC2 inh | TROY signal inh | NR5A2 inv ag | TRAIL sens C8 | NCOA3 inh | SRC1 inh | Vif imaging | NR2F2 inh | TLR9-MyD88 block | LMP1 NFkB inh
Cc1ccc(S(=O)(=O)NC(Cc2ccccc2)C(=O)O)cc1C (stereo not drawn) | -8 | 12 | -14 | 7 | -18 | 0 | -7 | -2 | -15 | 0 | -10
O=C(Nc1ccncc1)c1cccc2ccccc12 | -1 | 0 | -30 | 0 | 11 | 12 | -4 | 6 | 22 | 3 | 3
COc1cc(/C=C/C(=O)Nc2nc3ccc(S(=O)(=O)N(C)C)cc3s2)cc(OC)c1OC | 1 | -21 | 26 | 36 | 14 | 25 | 4 | -13 | -4 | 2 | -7
Cn1c(N)c(C(=O)CSc2nc(N)cc(N)n2)c(=O)n(C)c1=O | -3 | 5 | -14 | 1 | -4 | 7 | 8 | 15 | 7 | 2 | -4
COc1ccc(/C(O)=C2/C(=O)C(=O)N(CCCN3CCOCC3)C2c2ccc(OC)cc2)cc1 (stereo not drawn) | -1 | 17 | -13 | -5 | -6 | -4 | -2 | 4 | 1 | -7 | 2
CC(=O)OCC(=O)[C@@]1(O)CC[C@H]2[C@@H]3CCC4=CC(=O)C=C[C@]4(C)[C@H]3C(=O)C[C@@]21C | 3 | -23 | -11 | -1 | -4 | 3 | 11 | -10 | -2 | -8 | 4
COc1ccc(-c2cc(C)no2)cc1S(=O)(=O)N(C)c1cccc(C)c1 | 2 | 6 | -22 | -10 | -14 | 7 | -16 | -1 | 4 | 2 | -3
O=C(/C=C/c1ccco1)Nc1ccccc1C(=O)O | -15 | -64 | -43 | -125 | 48* | -71 | -88 | -5 | -62 | . | -17
COc1ccc(C)cc1S(=O)(=O)Nc1cccc(-c2ccc(N3CCCCCC3)nn2)c1 | -1 | -39 | 19 | -27 | -5 | -10 | -17 | -8 | -8 | -14 | -4
CNc1ccc(/C=C/C(=O)c2ccc(C)cc2)cc1[N+](=O)[O-] | -9 | 3 | -41 | 0 | 1 | 18 | -6 | 5 | 18 | 0 | 11
O=C(CSc1ccc(-c2cccs2)nn1)N1CCCCC1 | -2 | -30 | -31 | -43 | -1 | -20 | -62 | -8 | -16 | -3 | 15
O=C(CN1C(=O)S/C(=C\c2ccccc2)C1=O)NC1CCS(=O)(=O)C1 (stereo not drawn) | -6 | 17 | 3 | 0 | 16 | -1 | 8 | 2 | 9 | -14 | -1
Cc1ccc(OCC(=O)Oc2cccc(C)c2)cc1 | -1 | 32 | -5 | 18 | 2 | 5 | -48 | -5 | 9 | . | .
CN1CCN(S(=O)(=O)c2ccc(Cl)s2)CC1 | -10 | 9 | 10 | -3 | -13 | -14 | -22 | 9 | -2 | -1 | -8
CCOC(=O)c1ccc(Nc2cc(C)nc3nc(C)nn23)cc1 | -21 | -23 | 1 | 3 | 3 | -6 | -4 | . | 4 | 12 | -12
CC(=O)OC(C(=O)NC1CCCCC1)c1ccc(C#N)cc1 (stereo not drawn) | -3 | -2 | 2 | 2 | 0 | 12 | 7 | 11 | 7 | -6 | -10
Cc1cc(Br)ccc1OCC(=O)N(Cc1nc(-c2ccccc2)no1)C(C)C | 18 | -1 | 16 | 13 | 2 | 8 | -6 | -9 | 9 | -4 | 8
CCOc1ccc(S(=O)(=O)N2CCCCC2)cc1NC(=O)C1CCCC1 | -6 | 4 | 15 | -3 | -19 | -21 | -2 | -2 | 7 | -6 | 6
Cn1cccc1C(=O)OCC(=O)Nc1ccc2c(c1)CCC2 | 6 | -11 | -84 | -50 | -13 | -59 | -90 | -3 | -27 | -3 | -19
COc1cc2c(cc1NC(=O)Cc1ccc(C)cc1)oc1ccccc12 | 8 | -35 | -77 | -34 | -6 | -44 | -35 | 2 | 15 | -8 | -31
O=C(O)c1cc2c(o1)CCC/C2=N\O | 11 | 8 | -2 | -10 | 8 | -7 | 6 | . | -22 | 4 | -9
COC(=O)CN(C#N)c1nc(N(C)C)nc(N(C)C)n1 | -10 | -11 | -10 | -7 | 0 | 17 | -10 | -2 | -32 | 3 | 0

10 structures from above, arranged by count of non-hydrogen atoms, highest first:
SMILES | NOD2-RIPK2 inh | SRC2 inh | TROY signal inh | NR5A2 inv ag | TRAIL sens C8 | NCOA3 inh | SRC1 inh | Vif imaging | NR2F2 inh | TLR9-MyD88 block | LMP1 NFkB inh
COc1ccc(C)cc1S(=O)(=O)Nc1cccc(-c2ccc(N3CCCCCC3)nn2)c1 | -1 | -39 | 19 | -27 | -5 | -10 | -17 | -8 | -8 | -14 | -4
CC(=O)OCC(=O)[C@@]1(O)CC[C@H]2[C@@H]3CCC4=CC(=O)C=C[C@]4(C)[C@H]3C(=O)C[C@@]21C | 3 | -23 | -11 | -1 | -4 | 3 | 11 | -10 | -2 | -8 | 4
Cc1cc(Br)ccc1OCC(=O)N(Cc1nc(-c2ccccc2)no1)C(C)C | 18 | -1 | 16 | 13 | 2 | 8 | -6 | -9 | 9 | -4 | 8
CCOc1ccc(S(=O)(=O)N2CCCCC2)cc1NC(=O)C1CCCC1 | -6 | 4 | 15 | -3 | -19 | -21 | -2 | -2 | 7 | -6 | 6
O=C(CN1C(=O)S/C(=C\c2ccccc2)C1=O)NC1CCS(=O)(=O)C1 (stereo not drawn) | -6 | 17 | 3 | 0 | 16 | -1 | 8 | 2 | 9 | -14 | -1
CCOC(=O)c1ccc(Nc2cc(C)nc3nc(C)nn23)cc1 | -21 | -23 | 1 | 3 | 3 | -6 | -4 | . | 4 | 12 | -12
CNc1ccc(/C=C/C(=O)c2ccc(C)cc2)cc1[N+](=O)[O-] | -9 | 3 | -41 | 0 | 1 | 18 | -6 | 5 | 18 | 0 | 11
O=C(CSc1ccc(-c2cccs2)nn1)N1CCCCC1 | -2 | -30 | -31 | -43 | -1 | -20 | -62 | -8 | -16 | -3 | 15
CN1CCN(S(=O)(=O)c2ccc(Cl)s2)CC1 | -10 | 9 | 10 | -3 | -13 | -14 | -22 | 9 | -2 | -1 | -8
O=C(O)c1cc2c(o1)CCC/C2=N\O | 11 | 8 | -2 | -10 | 8 | -7 | 6 | . | -22 | 4 | -9

Screens from PubChem.
